AGP1-GFP MLPCN: modulators of TOR pathway AGP1-GFP in S. cerevisiae | AID 2066 | actives 0.02% (n = 320,000) | S. cerevisiae AGP1-GFP multiplex flow cytometry, 3 h; GFP as percent of DMSO wells | GFP response vs DMSO, % at 10 µM;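 active = GFP response relative to DMSO above a set limit, near screen average plus 3 SD, cut at about 150% in these data; inconclusive = fewer than 70 cells counted for the yeast strain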;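 note: median GFP channel fluorescence of the gated AGP1 strain per well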
CIT2 TOR yeast: modulators of TOR pathway CIT2-GFP in S. cerevisiae; S. cerevisiae CIT2-GFP strain, flow cytometry, 3 h; 100 means same as DMSO wells; GFP response vs DMSO, % at 10 µM; actives 0.065% (n = 320,000); AID 2029;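 active = GFP response relative to DMSO above a set limit, near the screen mean plus 3 SD, cut at about 150% in these data; inconclusive = Fewer than 70 cells measured for a yeast strain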;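 note: ratio of well median GFP fluorescence to mean of DMSO wells on the plate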
LAP4 TOR yeast: yeast TOR pathway LAP4-GFP modulation. GFP response vs DMSO, % at 10 µM. S. cerevisiae LAP4-GFP multiplex, flow cytometry GFP, 3 h; median GFP as percent of DMSO wells. AID 2023. actives 0.34% (n = 320,000);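 active = GFP response vs DMSO above a set limit, about the screen mean plus 3 SD, cut at about 150% in these data; inconclusive = under 70 cell events counted for the yeast strain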
CR mimetic SO: lowers age-related superoxide in aged yeast cells; S. cerevisiae aged cells, superoxide DHE fluorescence; stronger effect = lower value; superoxide response (% of plate mean), % at 10 µM; actives 0.18% (n = 330,000);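 active = superoxide response under a set limit, about three screen SD below normal, cut at about 65% in these data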;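 note: yeast aged for seven days with compound at 30 °C before DHE staining; 100% = average MFI of all compound-treated wells on the plate with controls excluded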
GRK2 inh: blocks RNA aptamer binding to human GRK2; AID 488847; bead flow cytometry, FAM-aptamer displacement from GRK2; P25098; inhibition of aptamer binding, % at 10 µM; actives 0.59% (n = 330,000);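 active = inhibition of aptamer binding above 40%, roughly 3 SD of noise, on plates passing a quality check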;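 note: median bead fluorescence of bound FAM aptamer so fluorescent compounds give negative values; no value below 0 was filed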
VLA-4 inh: inhibition in a human VLA-4 binding assay | inhibition, % (about 7 µM as worked out from the volumes in the protocol) | VLA-4 expressing cells, ligand binding flow cytometry | actives 0.2% (n = 330,000) | P13612; in the data active = inhibition above about 50%
Target sequence (P13612 whole entry, looked up): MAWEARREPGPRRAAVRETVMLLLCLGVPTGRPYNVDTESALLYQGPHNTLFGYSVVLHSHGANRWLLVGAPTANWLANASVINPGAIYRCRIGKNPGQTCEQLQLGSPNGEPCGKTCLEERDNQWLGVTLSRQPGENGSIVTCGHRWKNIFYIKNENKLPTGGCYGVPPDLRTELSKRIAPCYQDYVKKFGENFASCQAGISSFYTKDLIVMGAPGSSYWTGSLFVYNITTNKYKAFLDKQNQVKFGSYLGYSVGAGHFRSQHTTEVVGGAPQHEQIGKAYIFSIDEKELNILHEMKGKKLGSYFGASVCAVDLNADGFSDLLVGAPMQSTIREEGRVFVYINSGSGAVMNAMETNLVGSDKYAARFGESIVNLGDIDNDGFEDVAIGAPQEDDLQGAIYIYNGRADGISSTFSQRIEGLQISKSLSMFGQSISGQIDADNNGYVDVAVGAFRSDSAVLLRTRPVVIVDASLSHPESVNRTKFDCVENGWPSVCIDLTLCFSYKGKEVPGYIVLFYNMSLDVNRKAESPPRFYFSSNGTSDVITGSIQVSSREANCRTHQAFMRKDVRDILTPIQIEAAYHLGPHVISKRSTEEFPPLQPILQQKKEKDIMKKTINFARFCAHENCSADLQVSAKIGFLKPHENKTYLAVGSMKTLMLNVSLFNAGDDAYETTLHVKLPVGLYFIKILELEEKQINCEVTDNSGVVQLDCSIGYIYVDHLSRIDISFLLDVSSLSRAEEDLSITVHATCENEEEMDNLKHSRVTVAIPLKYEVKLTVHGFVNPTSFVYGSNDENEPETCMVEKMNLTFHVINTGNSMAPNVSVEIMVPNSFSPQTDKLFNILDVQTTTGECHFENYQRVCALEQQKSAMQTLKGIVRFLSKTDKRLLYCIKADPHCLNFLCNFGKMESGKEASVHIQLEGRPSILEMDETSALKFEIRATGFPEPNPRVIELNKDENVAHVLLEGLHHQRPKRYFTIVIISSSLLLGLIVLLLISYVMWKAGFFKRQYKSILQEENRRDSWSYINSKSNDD
MEP2-GFP yeast: modulators of TOR pathway MEP2-GFP in S. cerevisiae. S. cerevisiae MEP2-GFP strain, flow cytometry GFP, 3 h; 100% = DMSO control level. actives 0.51% (n = 330,000). GFP response vs DMSO, % at 10 µM;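 active = GFP response versus DMSO above a set limit, roughly screen mean plus 3 SD, cut at about 180% in these data; inconclusive = fewer than 70 cells counted for a yeast strain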;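 note: median GFP fluorescence of the barcode-gated MEP2-GFP cells per well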
RPL19A-GFP yeast: modulators of TOR pathway RPL19A-GFP in S. cerevisiae; S. cerevisiae RPL19A-GFP strain, flow cytometry, 3 h; stronger effect = lower value; percent response vs DMSO, % at 10 µM; actives 0.3% (n = 330,000); AID 2025;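 active = percent response vs DMSO below 50%; inconclusive = fewer than 70 events counted for the yeast strain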;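 note: median channel GFP fluorescence of the barcoded RPL19A-GFP strain; ratio of sample median GFP to plate DMSO average so 100% = DMSO; lower means less RPL19A-GFP as with rapamycin TOR inhibition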
* = called active by the depositor; ? = inconclusive; nt = not tested or not shown; [ ] = dose if it differs, or a comment.

SMILES	AGP1-GFP MLPCN	CIT2 TOR yeast	LAP4 TOR yeast	CR mimetic SO	GRK2 inh	VLA-4 inh	MEP2-GFP yeast	RPL19A-GFP yeast
Cc1cc(C)c2nc(SCC(=O)Nc3cc(C)on3)c(C#N)cc2c1	87	88	83	94	2	5	88	88
COCCNC(=O)c1cc(-c2ccccc2C)nn1CC1CC(c2cccnc2)=NO1 (stereo unspecified)	108	96	100	101	0	13	104	101
CCCCC(=O)Nc1ccc(NC(=O)C2CC2)cn1	94	91	nt	103	0	4	88	96
NC(=O)CSc1nnc(COc2ccc3ccccc3c2)o1	101	105	103	95	0	1	103	104
O=C(NCC(c1ccco1)N1CCCC1)c1cccc(NS(=O)(=O)c2ccc(Br)cc2)c1 (stereo unspecified)	103	97	103	88	0	4	107	99
O=C(NN1C(=O)C2C3C=CC(C4CC34)C2C1=O)c1ccc(Cl)c(Cl)c1 (stereo unspecified)	96	90	98	108	2	21	103	94
CCOc1ccc(N2C(=O)CC(NCc3ccc(S(N)(=O)=O)cc3)C2=O)cc1 (stereo unspecified)	103	113	96	101	0	6	106	121
CC1=C(C)CC(C(=O)Nc2ccc(C(N)=O)cc2)C(C(=O)O)C1 (stereo unspecified)	104	93	106	99	4	28	105	104
COc1cc(NC(=O)C(C)C)ccc1NC(=O)c1ccco1	87	nt	89	96	3	9	89	95
Cc1cc(Cl)ccc1OCC(=O)NCCCCc1ccccc1	97	96	91	101	8	10	97	101
COc1ccc(-n2c(SCC(=O)OC(C)C)nnc2-c2ccccn2)cc1	102	95	105	98	2	0	101	97
Cc1ccc(NC(=O)Cn2nnc3ccccc32)c(C)c1	99	93	106	95	1	-1	98	99
COc1cc(/C=N/NC(=O)CN2CCCCC2)ccc1OCc1ccc(Br)cc1	102	107	90	102	0	10	107	108
COc1ccc(-n2c(N)c(C(=O)NCC3CCCO3)sc2=S)cc1 (stereo unspecified)	103	101	103	137	17	9	113	100
COc1ccc(C(=O)NCc2nnc(SCC(=O)Nc3nnc(C)s3)o2)cc1	102	104	105	83	5	1	101	97
c1ccc(-c2nnc3n2-c2ccccc2SC3)cc1	105	94	113	105	2	-1	98	97
CC1CCCN(C(=O)COC(=O)c2cc([N+](=O)[O-])ccc2N2CCOCC2)C1 (stereo unspecified)	107	107	106	102	0	11	100	104
O=C(CSc1nnc(NC(=O)c2ccccc2F)s1)NCc1ccc(F)cc1	94	99	105	98	4	-22	96	95
Cc1ccc(-c2nc(C)sc2CC(=O)Nc2cccc(C)c2C)cc1	102	101	100	103	1	18	105	99
COc1ccc(/C=N/N=C2\SC(CC(=O)O)C(=O)N2c2ccccc2)c(OC)c1 (stereo unspecified)	99	102	94	113	1	10	103	102
CCCN[C@@H]1C(=O)N2C(C(=O)OCCC)=C(C)CS[C@H]12	83	98	127	99	7	7	87	92
Cc1ccc(-c2cc(C(=O)N/N=C/c3ccco3)[nH]n2)cc1	114	98	100	96	87*	-1	106	103
O=S(=O)(c1ccc(F)cc1)N1CCN(S(=O)(=O)c2cc(F)ccc2F)CC1	98	105	83	89	0	4	98	96
CC1CC(C)CN(c2ccc(S(=O)(=O)N3CCOCC3)cc2)C1 (stereo unspecified)	89	86	89	89	0	16	96	102
Cn1c(C(=O)c2ccccc2)nc2ccccc21	90	91	103	98	3	6	103	100
COc1cc(/C=C/c2nc3ccccc3c(=O)[nH]2)cc(Br)c1O	96	94	91	106	0	2	103	100
Cc1ccc(S(=O)(=O)NNC(=O)Nc2ccc(C)c(C)c2)c(C)c1	110	108	96	99	7	6	101	105
O=C(CSc1n[nH]c(=O)n1C1CC1)c1ccc2c(c1)OCCO2	96	101	104	112	0	9	100	96
Cn1/c(=N/N=C/c2ccc(Cl)c([N+](=O)[O-])c2)sc2ccccc21	104	nt	96	113	0	-4	113	102
CCOC(=O)Cn1cc(C(=O)OC)c2ccccc21	106	102	102	105	3	6	111	100

Part of the list above, showing only AGP1-GFP MLPCN, VLA-4 inh and CR mimetic SO:
smiles | AGP1-GFP MLPCN | VLA-4 inh | CR mimetic SO
O=C(CSc1n[nH]c(=O)n1C1CC1)c1ccc2c(c1)OCCO2 | 96 | 9 | 112
CCOC(=O)Cn1cc(C(=O)OC)c2ccccc21 | 106 | 6 | 105
Cn1/c(=N/N=C/c2ccc(Cl)c([N+](=O)[O-])c2)sc2ccccc21 | 104 | -4 | 113

Continuation.
SMILES	AGP1-GFP MLPCN	CIT2 TOR yeast	LAP4 TOR yeast	CR mimetic SO	GRK2 inh	VLA-4 inh	MEP2-GFP yeast	RPL19A-GFP yeast
CC(Sc1ccc(S(=O)(=O)N2CCOCC2)cn1)c1ccccc1Cl (stereo unspecified)	100	101	94	100	0	1	98	99
CC1CC(Nc2ccccc2)c2ccccc2N1C(=O)c1ccccc1F (stereo unspecified)	110	107	103	98	1	-34	115	108
CC(=O)N(C(C)=O)c1nc(-c2ccccc2)cn1/N=C/c1ccccc1	96	100	101	88	4	9	100	102
COc1cccc(NC(=O)c2cccs2)c1	106	104	100	71	2	3	102	100
O=C(NCc1ccccc1CN1CCCC1)C1CCN(S(=O)(=O)c2ccc(F)c(F)c2)CC1	101	101	100	96	0	14	92	101
COc1ccccc1C(=O)NCCC(=O)N(C)CC(=O)Nc1ccc(C)cc1	105	98	96	102	0	15	91	94
Cc1ccc(S(=O)(=O)NCC2CCC(C(=O)O)CC2)cc1 (stereo unspecified)	100	101	93	86	0	-9	100	nt
COC(=O)c1ccc(CSc2n[nH]c(C)n2)o1	100	96	98	95	0	14	107	100
CCn1ccnc1CN(C)C(=O)CCc1nnc(CCCc2ccccc2)o1	104	100	96	105	3	3	104	104
COc1ccc(Cl)cc1NS(=O)(=O)N1CCOCC1	90	89	85	109	0	-2	86	90
O=C(CNC(=O)Cc1ccccc1)NCC(=O)OCC(=O)c1ccc(F)cc1	93	101	87	108	0	-1	105	98
Cc1cccc(NC(=O)CSc2nnc([C@@H]3CCCN3C(=O)OC(C)(C)C)o2)c1C	104	104	101	81	1	12	96	104
O=C(/C=C/c1ccc(Cl)cc1Cl)N(Cc1ccc(Cl)cc1)C1CCS(=O)(=O)C1 (stereo unspecified)	96	95	90	101	16	-7	102	96
CCOc1cc(CNc2ccc(N3CCOCC3)cc2)cc(Br)c1OCC	90	98	96	91	5	-9	93	99
O=c1cc[nH]c2ccc(OC(F)(F)F)cc12	107	101	107	101	86*	1	100	98
N=c1n(CCO)c2ccccc2n1CCOc1ccc(Cl)cc1Cl	102	96	102	102	0	54*	99	97
O=C(CSC1=Nc2ccccc2C2=NC(CC(=O)NC3CCCCC3)C(=O)N12)NCc1ccco1 (stereo unspecified)	36[may fluoresce violet]	?	88[may fluoresce violet]	97	1	14	114[may fluoresce violet]	78[may fluoresce violet]
COc1ccccc1C(=O)NCC(=O)OCC(=O)N(CC(C)C)c1c(N)n(Cc2ccccc2)c(=O)[nH]c1=O	99	96	88	96	0	10	94	95
O=C(CCN1C(=O)[C@@H]2Cc3ccccc3CN2C1=O)N[C@@H](C(=O)O)c1ccccc1	99	96	101	106	0	16	102	98
C/C(=N\NC(=O)CC1N=C(Cc2ccccc2)NNC1=O)c1ccccc1 (stereo unspecified)	101	109	100	83	2	-37	98	101
C[C@@H]1CC=C[C@H]2[C@H]1C(=O)N(Cc1ccccc1)[C@H]2c1cccc([N+](=O)[O-])c1	99	92	103	96	1	12	104	101
CCCNC(=O)CS(=O)Cc1nc(-c2ccccc2C)oc1C (stereo unspecified)	100	105	98	124	0	7	98	98
Fc1ccc(N2CCN(Cc3c[nH]c4ccccc34)CC2)cc1	109	99	105	101	0	28	95	102
CC(=O)Oc1ccc(C(=O)[C@H]2[C@H]3C(=O)N(c4cccc5ccccc45)C(=O)[C@H]3[C@@H]3C=CC=NN32)cc1	93	95	86	119	73*	11	98	102
COc1ccc2nc(Cl)cc(Cl)c2c1	100	96	99	74	1	-5	97	94
Cc1ccc2c(cnn2C(=O)CCC(=O)N2CCCCC2)c1	96	96	90	96	1	-5	97	98
CC(CN1CCCCC1)NC(=O)c1cccs1 (stereo unspecified)	82	88	85	101	2	-2	111	97
COc1ccc(/C=C2/Sc3ccc(C(=O)NCCCN4CCOCC4)cc3NC2=O)cc1OC	105	113	107	83	0	1	108	102
OCCN1CCN(c2ncnc3c2c(-c2ccccc2)cn3-c2ccc(Br)cc2)CC1	97	93	102	93	1	1	100	96
CCOC(=O)Cc1cc(=O)n2[nH]c(C)c(-c3ccc(OC)cc3)c2n1	nt	107	115	90	71*	17	103	103
CCOC(=O)C1C(=O)NCC1c1ccccc1 (stereo unspecified)	109	105	112	107	0	-9	109	102
Cc1nc2nc[nH]n2c(=O)c1NS(=O)(=O)c1ccc([N+](=O)[O-])cc1	98	97	95	100	4	15	99	94
CCOC(=O)c1c(C)[nH]c(C)c1C(=O)COC(=O)c1ccc(OC)cc1	104	94	105	104	0	-8	94	95
Cc1cc(=O)nc2c3ccccc3n(CC(=O)NCCCN3CCCC3=O)n12	105	102	106	100	0	0	96	103
Cc1ccc(-c2sc(C(=O)NN)c(C)c2C#N)cc1	97	91	105	107	3	-7	99	106
Cc1nc(SC(C)C(=O)NCc2ccc3c(c2)OCO3)nc(C)c1C (stereo unspecified)	97	89	101	113	2	17	100	95
CCCCC1CCC(C(=O)Nc2ccc(N3CCOCC3)cc2N2CCOCC2)CC1 (stereo unspecified)	94	91	107	75	5	6	100	98
O=C(/C(=N\Nc1ccc(Br)cc1)Sc1nnnn1-c1ccccc1)c1ccccc1	97	92	97	88	4	-5	103	97
O=C(Nc1cccc(Br)c1)c1ccc(CSc2ccccc2)cc1	97	106	99	91	0	18	107	102
CC(O)(CS(=O)(=O)Cc1ccccc1)C(=O)Nc1ccc(C(F)(F)F)cc1 (stereo unspecified)	nt	108	111	87	0	2	104	105
CCCNC(=O)c1ccc(CN2CCc3ccccc3C2)cc1	102	97	96	103	0	8	93	97
C=C(C)C(=O)N1CC2(CC(c3cccc(NC(=O)CC(c4ccccc4)c4ccccc4)c3)=NO2)C[C@H]1C(N)=O (stereo partly specified)	82	100	123	101	6	-15	92	99
Cc1ccc(-n2ncc(C(=O)N3CCc4ccccc4C3)c2NC(=O)c2ccco2)cc1C	106	104	106	99	0	-3	108	102
CCNC(=S)N(Cc1cc2cc(C)c(C)cc2[nH]c1=O)C1CCCC1	100	100	105	96	5	-7	101	97
COc1ccc(CCn2c(=O)[nH]c3cc(C(=O)NCCCN4CCOCC4)ccc3c2=O)cc1OC	101	104	99	94	3	-4	96	96
Cc1cc(C)c(C)c(S(=O)(=O)N2CCN(C(=O)c3cc(S(=O)(=O)N4CCOCC4)ccc3F)CC2)c1C	99	99	101	105	1	19	97	97
CCc1cc(CNC(=O)c2ccc(OC)c(OC3CCN(C(C)C)CC3)c2)on1	103	107	97	88	3	1	101	105
O=C(N/N=C/c1ccccc1)c1ccc(CN2C(=O)c3cccc4cccc2c34)cc1	98	87	100	91	0	-4	98	103
O=C1C=C(O)C(n2cncn2)C(c2ccc(F)cc2)C1 (stereo unspecified)	103	112	94	97	0	2	111	105
COCC(C)n1c(SCC(=O)NNC(=O)c2ccccc2)nc2ccccc2c1=O (stereo unspecified)	92	95	86	93	0	-25	90	96
CCCc1cc(=O)[nH]c(SCC(=O)c2cc(C)n(CC3CCCO3)c2C)n1 (stereo unspecified)	102	102	106	98	1	-6	107	98

Screening results: PubChem BioAssay, NMMLSC
